Source: PubChem BioAssay
EPAC1 agonist = qHTS for Agonist of cAMP-regulated guanine nucleotide exchange factor 3 (EPAC1): primary screen; hit rate 0.073% among 360,000; Rap guanine nucleotide exchange factor 3 (Homo sapiens), O95398; Potency, µM (highest dose often 154 µM), without a hit: at the highest dose activation, actives largely listed as activators; EPAC1 agonist qHTS, biochemical assay; response scale: 100% = response to 6.5 mM cAMP; also: potency is read from the fitted curve at half-maximal effect; nearly all actives have a fitted effect of over 60% in size
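Compounds were pinned as a concentration titration into mixtures of EPAC1 (100 nM), BODIPY-GDP-loaded Rap1B (250 nM) and GDP (50 uM). After 5 min at room temperature, fluorescence was followed for 30 min; activity was scaled to 6.5 mM cAMP.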
PLK1 PBD block = qHTS for Inhibitors of PLK1-PDB (polo-like kinase 1 - polo-box domain): Primary Screen. Serine/threonine-protein kinase PLK1 (Homo sapiens), P53350. hit rate 2.8% among 360,000. Plk1 PBD binding of FITC phosphopeptide, fluorescence polarization. Potency, µM, for inactives: max response, negative = inhibition, most hits filed as inhibitors; also: potency is read from the fitted curve at half-maximal effect; series mostly up to about 57 µM; % is scaled to controls: 0 for no effect and ±100 for the full control effect; nearly all actives have a fitted effect of over 65% in size
Target sequence (P53350 whole entry, looked up, the tested form may be a part): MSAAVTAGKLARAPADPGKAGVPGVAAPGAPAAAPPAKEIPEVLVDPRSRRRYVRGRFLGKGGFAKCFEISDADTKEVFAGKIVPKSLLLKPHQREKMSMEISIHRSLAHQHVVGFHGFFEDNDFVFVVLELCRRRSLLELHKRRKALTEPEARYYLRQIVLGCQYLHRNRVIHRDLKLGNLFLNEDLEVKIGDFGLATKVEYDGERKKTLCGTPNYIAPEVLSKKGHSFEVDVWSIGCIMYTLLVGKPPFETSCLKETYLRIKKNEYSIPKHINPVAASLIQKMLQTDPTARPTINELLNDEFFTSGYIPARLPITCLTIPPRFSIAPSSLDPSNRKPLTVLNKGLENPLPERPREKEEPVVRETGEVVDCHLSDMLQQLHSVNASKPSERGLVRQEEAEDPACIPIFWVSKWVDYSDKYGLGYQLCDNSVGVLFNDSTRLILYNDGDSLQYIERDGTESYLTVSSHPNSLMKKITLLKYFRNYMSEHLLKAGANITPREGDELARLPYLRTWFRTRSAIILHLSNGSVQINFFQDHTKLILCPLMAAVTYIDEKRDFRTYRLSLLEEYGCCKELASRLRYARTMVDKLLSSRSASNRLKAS
EPAC1 antag = qHTS for Antagonist of cAMP-regulated guanine nucleotide exchange factor 3 (EPAC1): primary screen; Rap guanine nucleotide exchange factor 3 (Homo sapiens), O95398; EPAC1 GEF assay, Rap1b-BODIPY-GDP exchange fluorescence; Potency, µM (titrated, usually from 115 µM), without a hit: top-dose activity change, negative = inhibition, hits mostly inhibitors; hit rate 0.14% among 360,000; AID 720709, 2013;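 also: potency is read from the fitted curve at half-maximal effect; plate controls were vehicle for no effect and positive control for full effect; nearly all actives have a fitted effect of over 50% in size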
FUS yeast rescue = qHTS for Suppressors of FUS Proteinopathy: Primary screen using FUS-linked yeast assay. S. cerevisiae FUS-expressing, growth rescue, OD600, 24 h. hit rate 0.24% among 390,000. AID 1347120, 2019. Potency, µM (highest dose often 76.6 µM), without a hit: at the top dose growth rescue (activation), hits mostly activators;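 also: potency is read from the fitted curve at half-maximal effect; plate controls were DMSO vehicle for no effect and reference control for full effect; nearly all actives have a fitted effect of over 55% in size; some results filed as inactive show a strong effect at the top dose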
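Read-out: OD at 600 nm after 24hr at 30C, reporting rescue of FUS-induced yeast toxicity. Cells at OD 0.005 in galactose (2%) minimal medium; compounds tested in a dilution series; CP55940 titration from 92uM final as control.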
Abeta yeast res = qHTS for compounds that reverse cellular toxicity of Amyloid beta (A-beta) peptide in yeast: Primary Screen; yeast expressing A-beta42, growth rescue, OD600, 48 h; response scale: 0% DMSO, 100% iron-clioquinol control; Potency, µM (highest dose often 46.1 µM), for inactives: at the top dose growth rescue, actives largely listed as activators; hit rate 0.063% among 410,000; AID 1347071, 2019; also: potency is read from the fitted curve at half-maximal effect; nearly all actives have a fitted effect of over 55% in size
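Growth rescue measured by 600 nm absorbance after 48 h yeast culture at 30 C with compound. Values normalized between DMSO and an equimolar ferric chloride plus clioquinol control.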
PI5P4Ka inh = qHTS for Inhibitors of phosphatidylinositol 5-phosphate 4-kinase (PI5P4K). Phosphatidylinositol 5-phosphate 4-kinase type-2 alpha (Homo sapiens), P48426. PI5P4Kalpha enzyme, ADP-Glo luminescence, 60 min; active compounds read low. max response, %. hit rate 1.2% among 330,000. AID 652105, 2013; active = max response of -50% or lower; inconclusive = between -30% and -50%; inactive = -30% or higher; also: value at the top dose of about 77 µM; % is scaled to controls: 0 for no effect and ±100 for the full control effect
Target sequence (P48426 whole entry, looked up): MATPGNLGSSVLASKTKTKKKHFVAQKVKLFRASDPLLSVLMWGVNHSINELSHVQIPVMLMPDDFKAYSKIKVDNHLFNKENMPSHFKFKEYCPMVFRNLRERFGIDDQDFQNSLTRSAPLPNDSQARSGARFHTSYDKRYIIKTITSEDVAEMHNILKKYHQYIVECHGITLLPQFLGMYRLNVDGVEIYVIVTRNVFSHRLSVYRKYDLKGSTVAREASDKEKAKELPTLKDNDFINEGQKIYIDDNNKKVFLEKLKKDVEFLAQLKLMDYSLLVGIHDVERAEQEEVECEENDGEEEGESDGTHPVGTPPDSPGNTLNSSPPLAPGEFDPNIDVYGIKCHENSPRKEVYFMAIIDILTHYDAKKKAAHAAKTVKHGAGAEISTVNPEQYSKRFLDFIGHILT
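Compounds were pin-transferred onto PI5P4Kalpha and substrate in HEPES pH 7.4 buffer with EGTA, CHAPS and 5% DMSO. ATP (5 microM final) started the reaction, which ran 60 minutes at room temperature before ADP-Glo detection.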
WRN helicase inh = qHTS for Inhibitors of WRN Helicase | Bifunctional 3'-5' exonuclease/ATP-dependent helicase WRN (Homo sapiens), Q14191 | WRN helicase unwinding, fluorescent forked duplex, kinetic | Potency, µM (top dose mostly 114 µM), without a hit: top-dose activity change, negative = inhibition, actives largely listed as inhibitors | hit rate 0.46% among 360,000; also: potency is read from the fitted curve at half-maximal effect; % is scaled to controls: 0 for no effect and ±100 for the full control effect; nearly all actives have a fitted effect of over 55% in size
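Primary qHTS, 1536-well format. 20 nM WRN + compound, 15 min RT; start with 100 nM forked fluorophore/quencher duplex, 2 mM ATP (final); kinetic read ex 525/em 598 nm.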
IL-2 act = qHTS of IL-2 Activators; IL-2 activation reporter assay, cell-based qHTS; stimulated with anti-CD3/CD4/CD28 beads; in transgenic mouse T cells; activation, % (series mostly up to about 46 µM); hit rate 0.065% among 360,000; in the data active = activation above about 50%; inconclusive = mostly about 30% to 49%; also: 0% is about no effect
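Readout: EGFP and DsRed signals by fluorescent plate cytometry. Unstimulated transgenic mouse T cells received compound 60 min before antibody-bead stimulation, then incubated 18 h at 37 degrees C.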
Starred values were filed as active, the others as inactive; ? = inconclusive; . = not tested or not shown; [ ] = remark or other dose. Unless noted, calls follow the shape of the dose curve; as a rule, active = well fitted curve in the direction sought with a large enough effect; inconclusive = small, poorly fitted or top-dose-only effect, or another doubt; inactive = no such curve, though single readings can be large; an effect the other way counts as inactive or inconclusive.

SMILES	EPAC1 agonist	PLK1 PBD block	EPAC1 antag	FUS yeast rescue	Abeta yeast res	PI5P4Ka inh	WRN helicase inh	IL-2 act
CCOC(=O)CSc1nc2c(sc3ccccc32)c(=O)n1CCCN1CCOCC1	1%	1%	7%	-11%	1%	3	-1%	-2.3
Nc1ccc(-c2nnn(Cc3ccccc3)n2)cc1	3%	-12%	7%	14%	-22%	3	8%	-0.4
CC(=O)Nc1ccc(NC(=O)c2nc(S(=O)(=O)Cc3cccc(C)c3)ncc2Cl)cc1	-20%	13µM*	?	26%	-13%	-6	-11%	-6.8
Cc1nc2nc(SCC(=O)NCCCN3CCOCC3)nn2c(C)c1Cc1ccccc1	0%	-6%	-16%	-18%	1%	-2	0%	-0.2
CC(C)C[C@@H](CN1CCC[C@@H]1CN1C(=S)NC[C@@H]1Cc1ccccc1)N1C[C@H](Cc2ccc(O)cc2)N(CCc2ccccc2)C1=S	-2%	2%	-20%	44%	-1%	8	-5%	1.8
CCN1/C(=C2\C(=O)N(C)C(=S)N2C)C=Cc2ccccc21	-6%	0%	-28%	16%	-28%	-29	-1%[57.1 µM]	0.5
O=C(Nc1ccc(-c2nc3ccccc3o2)cc1)c1ccc(N2CCOCC2)c([N+](=O)[O-])c1	-2%	-10%	19%	9%	-24%	.	-8%	1.6
Cc1nc(-c2ccc(Cl)cc2)sc1C1(C)CC(c2cccc(Cl)c2)=NO1 (stereo not drawn)	2%	-2%	-6%	2%	3%	20	-6%	0.0
COc1cccc(NC(=O)c2ccc(NCCCN3CCC(C)CC3)c([N+](=O)[O-])c2)c1	7%	-11%	10%	1%	6%	3	-10%	-3.1
O=C(O)c1cn2c3c(ccc(Cl)c3c1=O)OCC2	-4%	?	-20%	14%	-24%	14	-8%	-4.5
Cc1ccc(S(=O)(=O)N(C)C)cc1NC(=O)COC(=O)Cc1cccs1	-9%	-11%	-12%	10%	3%	-7	-22%	1.0
O=C1OCCN1c1ccccc1	8%	-3%	-1%	-25%	5%	-3	-2%	0.4
CCOc1ccc2nc(SCC(=O)c3ccc(Cl)s3)sc2c1	1%	-5%	-33%	.	10%	5	?	-2.0
COc1ccc(CNn2c(-c3ccccc3F)nc3ccccc3c2=O)cc1OC	0%	-13%	8%	19%	-3%	2	-6%	-4.9
CSc1cccc(CNC(=O)C2CCC(=O)N(Cc3cccc(C(F)(F)F)c3)C2)c1 (stereo not drawn)	-13%	-3%	4%	17%	1%	11	0%[57.1 µM]	-0.7
Cc1ccccc1CSCC(=O)NCc1ccco1	-2%	-29%	-3%	17%	5%	-23	-33%	-0.4
O=C(CN1C(=O)/C(=C/c2ccco2)SC1=S)Nc1ccc(C(=O)O)c(O)c1	1%	13µM*	?	-13%	1%	-68*	35µM*	-0.1
CO/N=C/NC(=O)c1ccc([N+](=O)[O-])c(CS(=O)(=O)c2ccc(Cl)cc2)c1	-14%	3µM*	-1%	37%	8%	-50*	?	-2.4
COc1ccc(/C=N/NC(=O)c2ccccc2O)cc1CN1CCOCC1	-14%	-14%	-18%	-2%	-7%	1	7%	0.6
CCn1c(N)nc2c1c(=O)n(C)c(=O)n2C	-15%	-23%	8%	-8%	-23%	-1	4%	4.6
COc1ccccc1N1CCN(C(=O)c2ccc(CSc3ccccc3)cc2)CC1	21%	-12%	-2%	20%	5%	0	-7%	9.7
OC(CN1CCN(Cc2ccccc2)CC1)c1ccc(F)cc1 (stereo not drawn)	-3%	-11%	12%	0%	11%	1	-21%	-2.2
Cc1cc2oc(=O)sc2cc1NS(=O)(=O)c1ccccc1	6%	?	-4%	15%	10%	2	-12%	0.0
CC1CCCC(C)N1C(=O)c1ccccc1Nc1ccc(SC(F)F)cc1 (stereo not drawn)	3%	-8%	-30%	6%	-21%	8	-20%	-0.1
Cn1c(C(=O)OCC(=O)NCC2CCCO2)cc2sccc21 (stereo not drawn)	5%	-1%	1%	-9%	10%	.	-7%	4.5

The last 3 entries of the section before open the next one.
SMILES	EPAC1 agonist	PLK1 PBD block	EPAC1 antag	FUS yeast rescue	Abeta yeast res	PI5P4Ka inh	WRN helicase inh	IL-2 act
Cc1cc2oc(=O)sc2cc1NS(=O)(=O)c1ccccc1	6%	?	-4%	15%	10%	2	-12%	0.0
CC1CCCC(C)N1C(=O)c1ccccc1Nc1ccc(SC(F)F)cc1 (stereo not drawn)	3%	-8%	-30%	6%	-21%	8	-20%	-0.1
Cn1c(C(=O)OCC(=O)NCC2CCCO2)cc2sccc21 (stereo not drawn)	5%	-1%	1%	-9%	10%	.	-7%	4.5
CCOC(=O)N1CCN(CC(=O)Nc2cc(C)nn2-c2nc3ccccc3s2)CC1	3%	-8%	0%	-27%	-12%	.	-4%	-1.4
O=c1[nH][nH]c(=O)c2nc(Nc3ccccc3)ncc12	-4%	5%	0%	10%	-6%	?	-6%	-0.5
CCCCCn1c(SCC(=O)c2ccccc2)nc2cc(C(=O)NCC3CCCO3)ccc2c1=O (stereo not drawn)	9%	?	-1%	-18%	2%	2	5%	-0.8
Cc1cc(C)cc(NC(=O)CSc2nc(CSc3ccc(Cl)cc3)cc(=O)[nH]2)c1	8%	-8%	-8%	14%	0%	-3	-7%	0.6
CC(C)(C)N(Cc1ccccc1)C(=O)c1cccs1	0%	-2%	2%	-11%	-7%	-3	-11%	0.2
Cc1ccc2c(c1)N(CC(=O)OCC(=O)NCc1ccccc1)C(=O)CO2	1%	-6%	-6%	-9%	9%	-9	4%	-0.1
COc1ccc(OCC(=O)NCCCn2ccnc2)cc1	-1%	3%	8%	-4%	-9%	0	6%	-1.3
COc1ccc(-c2n[nH]c(=S)n2Cc2ccccc2)cc1	0%	-18%	-15%	2%	15%	-9	-14%	-0.6
O=P(c1ccccc1)(c1ccccc1)C1CCCO1 (stereo not drawn)	-1%	-10%	-10%	?	5%	0	-4%	1.4
COCCCn1c(SCC(=O)NC2CCCCC2)nnc1-c1ccco1	10%	-8%	-15%	-2%	-1%	-2	10%	0.3
S=C(NCCc1ccccc1)NCCN1CCOCC1	-5%	1%	8%	-10%	0%	-3	5%	-4.2
O=C(CSCCOc1ccccc1)NCc1ccncc1	-6%	-3%	-2%	15%	-3%	4	-3%	-3.3
CCCCCn1c(CCNC(=O)c2cccs2)nc2ccccc21	2%	-3%	-7%	16%	12%	.	-2%[57.1 µM]	-3.2
CCCCC(=O)Nc1ccc(C(=O)OC2CCCCC2)cc1	19%	-4%	-24%	22%	21%	5	-33%	-0.1
CN1C(=O)C(CC(=O)O)S/C1=N\N=C\c1ccc(O)cc1O (stereo not drawn)	16%	-13%	2%	-24%	-12%	-5	0%	-2.0
Cc1c(C(=O)NCCO)sc2nc3n(c(=O)c12)CCC3	9%	-26%	?	17%	-7%	1	?	0.8
CCOc1cccc(Oc2ccc(C(F)(F)F)cn2)c1	1%	-2%	5%	17%	-5%	.	5%	1.1
CCCN(CCC)C(=O)Nc1ccc(F)cc1F	-18%	-2%	-13%	7%	5%	1	-1%	-2.7
CCOC(=O)COc1ccc(C(=O)CC)cc1OC	-9%	3%	-19%	9%	12%	0	8%	-0.7
COC(=O)c1ccccc1NC(=S)NC(=O)CC(C)C	2%	-13%	2%	15%	1%	.	9%	-2.8
Cc1ccc(S(=O)(=O)N2CCN(C(=O)COC(=O)CCOc3cc(C)ccc3C)CC2)cc1	7%	-1%	-11%	39%	?	12	-15%	-0.5
N=C1c2c(cc(=O)n3c2[nH]c2ccccc23)CN1CCN1CCOCC1	0%	0%	1%	33%	-2%	-2	-22%	0.5
COC(=O)CC1NCCc2cc(OC)c(OC)cc21 (stereo not drawn)	0%	0%	17%	-25%	17%	-6	6%	0.1
Cc1nc2cc(NC(=O)CS(=O)(=O)c3ccc(F)cc3)ccc2s1	8%	-8%	4%	11%	-1%	8	5%	-3.5
CCN1CCCC1CN(Cc1cc2ccc(C)cc2[nH]c1=O)C(=S)Nc1cccc(OC)c1 (stereo not drawn)	2%	-14%	-11%	1%	14%	4	16%	-4.1
SMILES	EPAC1 agonist	PLK1 PBD block	EPAC1 antag	FUS yeast rescue	Abeta yeast res	PI5P4Ka inh	WRN helicase inh	IL-2 act
COc1ccccc1OCC(=O)Nc1ccc(N2CCCCC2)cc1	2%	-6%	-21%	-4%	-12%	0	0%	-0.4
O=C(CSc1n[nH]c(-c2cccs2)n1)N1CCN(S(=O)(=O)c2ccc3ccccc3c2)CC1	5%	-10%	-3%	56%	0%	-3	-17%	0.3
COC(=O)CCCC1=CC2=CC(=O)C(C)(OC(=O)c3cccs3)C(=O)C2=CN1Cc1ccco1 (stereo not drawn)	-7%	-21%	-16%	19%	3%	?	-19%[57.1 µM]	1.8
CCc1nc(Nc2ccncc2)c2oc3ccccc3c2n1	-4%	0%	2%	.	-4%	10	24%	-0.7
O=C(COc1ccc(Br)cc1)N1CCNC1=O	11%	4%	-3%	-9%	.	1	-4%	0.8
O=C(N/N=C/c1ccccn1)c1cc(-c2ccc3ccccc3c2)n[nH]1	9%	-7%	?	.	9%	?	?	-2.5
O=c1/c(=C/c2ccc(CNS(=O)(=O)c3ccccc3)o2)sc2n1CCN=2	-6%	-4%	-2%	?	21%	.	-17%[57.1 µM]	1.4
CC(OC(=O)c1cccc(-n2cnnn2)c1)C(=O)NCc1ccccc1 (stereo not drawn)	7%	0%	-7%	-9%	-1%	-3	-7%	0.0
CCN(CC)CCNC(=O)c1ccc(NC(=O)C2CC(=O)N(CCc3ccc(OC)c(OC)c3)C2)cc1 (stereo not drawn)	-7%	-1%	-17%	5%	11%	3	2%	3.2
COC(=O)Nc1nc2ccc(Sc3ccccc3)cc2[nH]1	7%	-10%	?	-31%	-4%	-4	-9%	-0.1
